Bioassay records: PubChem, National Center for Advancing Translational Sciences (NCATS)
RGS12 GoLoco inh = qHTS Assay for Inhibitors of RGS12 GoLoco Motif Activity (Red Fluorophore); AID 880, 2007; Gai1:RGS12 GoLoco peptide FP, rhodamine, 10 min; Potency, µM (titrated, usually from 61.6 µM), inactives show at the top dose activity, negative = inhibition, actives largely listed as inhibitors; Guanine nucleotide-binding protein G(i) subunit alpha-1 (Homo sapiens), P63096; actives 0.44% (n = 230,000); active means well fitted inhibition curve with a large enough effect, not every such curve was filed as active; inactive means no such curve, though single readings can be large or run the other way; further: on the % scale 0 is the no-effect control and ±100 the full control effect; nearly all actives have a fitted effect of over 30% in size; many of its hits are not listed in these tables
GAA glycogen mod = qHTS Assay for Inhibitors and Activators of Human alpha-Glucosidase Cleavage of Glycogen. Potency, µM (top dose mostly 76.4 µM), for inactives: at the top dose activity change, negative = inhibition, hits mostly inhibitors. Lysosomal alpha-glucosidase (Homo sapiens), P10253. recombinant GAA, glycogen substrate, Amplex Red glucose oxidase fluorescence. AID 2100, 2009. actives 0.38% (n = 300,000);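 further: 0% = full enzyme reaction and -100% = no-enzyme basal signal; the screen sought inhibitors and activators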
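Natural-substrate format: glycogen cleavage by 4 nM human enzyme, glucose read by Amplex Red coupling (Ex 573, Em 610 nm). Normalized to enzyme and no-enzyme controls.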
GAA inhib = qHTS Assay for Inhibitors of Human alpha-Glucosidase as a Potential Chaperone Treatment of Pompe Disease; Lysosomal alpha-glucosidase (Homo sapiens), P10253; actives 0.005% (n = 200,000); Potency, µM (highest dose often 76.9 µM), for inactives: at the top dose activity change, negative = inhibition, most hits filed as inhibitors; AID 1466, 2008; purified human GAA, 4-MU-alpha-glucoside fluorescence;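 further: plate controls were uninhibited enzyme wells for no effect and no-enzyme background for full effect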
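Fluorogenic assay: 4 nM human alpha-glucosidase with 400 uM 4-methylumbelliferyl-alpha-D-pyranoside in 50 mM citrate/phosphate, 0.005% Tween-20, pH 5.0, 20 min at room temperature. Compounds tested up to 77 uM; AC50 from Hill fits.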
ALDH1A1 inh = qHTS Assay for Inhibitors of Aldehyde Dehydrogenase 1 (ALDH1A1); Aldehyde dehydrogenase 1A1 (Homo sapiens), P00352; Purified ALDH1A1, NADH fluorescence, propionaldehyde substrate; Potency, µM (doses to about 75.3 µM), inactives show at the top dose activity, negative = inhibition, hits mostly inhibitors; actives 7.3% (n = 220,000); AID 1030, 2008; active means well fitted inhibition curve with a large enough effect, not every such curve was filed as active; inconclusive means small, poorly fitted or top-dose-only effect, or another doubt; inactive means no such curve, though single readings can be large or run the other way;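 further: plate controls were no enzyme wells and a reference inhibitor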
SMN2 splice up = qHTS Assay for Enhancers of SMN2 Splice Variant Expression; HEK293 SMN2-luciferase splicing reporter, luminescence, 30-36 h; Potency, µM (series often up to 46.1 µM), without a hit: top-dose activity change, positive = activation, most hits filed as activators; actives 2.8% (n = 210,000); AID 1458, 2008; further: % of control where 0% means no effect; nearly all actives have a fitted effect of over 55% in size
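HEK293 cells carry an SMN2 minigene-luciferase reporter in which exon 7 inclusion puts luciferase in frame. Cells were seeded at 2000 cells/well, attached for 10-12 hours, then exposed to compounds for 30-36 hours at 37C before ONE-Glo luminescence.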
GLA spleen mod = qHTS Assay for Inhibitors and Activators of Human alpha-Galactosidase From Spleen Homogenate | Alpha-galactosidase A (Homo sapiens), P06280 | human spleen homogenate, 4MU-alpha-Gal fluorescence, 40 min | Potency, µM (highest dose often 80 µM), for the others: top-dose activity change, negative = inhibition, actives largely listed as inhibitors | actives 0.008% (n = 240,000);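 further: 0% = enzyme with vehicle and -100% = no enzyme basal signal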
Target sequence (P06280 32-429 limits assumed): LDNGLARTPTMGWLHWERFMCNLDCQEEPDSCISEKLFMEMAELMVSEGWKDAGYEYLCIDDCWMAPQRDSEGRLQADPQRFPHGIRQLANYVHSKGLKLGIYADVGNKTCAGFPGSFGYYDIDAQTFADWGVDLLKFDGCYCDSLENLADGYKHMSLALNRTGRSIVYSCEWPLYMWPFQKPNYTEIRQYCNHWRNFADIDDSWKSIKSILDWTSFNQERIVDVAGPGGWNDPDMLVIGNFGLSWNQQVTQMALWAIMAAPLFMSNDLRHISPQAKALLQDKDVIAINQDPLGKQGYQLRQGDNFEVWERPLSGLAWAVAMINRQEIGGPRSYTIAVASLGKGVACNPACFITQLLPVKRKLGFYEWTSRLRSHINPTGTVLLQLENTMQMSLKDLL
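Human spleen homogenate (1 ug) was the enzyme source, with 4-methylumbelliferyl-alpha-D-galactopyranoside (1 mM final) in pH 5.0 citrate buffer with 0.01% Tween-20. Compounds were titrated; after 40 min at 37C, NaOH/glycine stop, 4-MU fluorescence read; AC50 from Hill fits.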
KDM4E inh = qHTS Assay for Inhibitors of Human Jumonji Domain Containing 2E (JMJD2E). Lysine-specific demethylase 4E (Homo sapiens), B2RXH2. JMJD2E catalytic domain, FDH-coupled NADH fluorescence (FDH is formaldehyde dehydrogenase). Potency, µM (top dose mostly 57.1 µM), without a hit: at the highest dose activity change, negative = inhibition, usual class: inhibitors. actives 1.6% (n = 230,000); active means well fitted inhibition curve with a large enough effect, not every such curve was filed as active; inconclusive means small, poorly fitted or top-dose-only effect, or another doubt; inactive means no such curve, though single readings can be large or run the other way;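 further: 0% = wells with enzyme and -100% = buffer wells without enzyme; nearly all actives have a fitted effect of over 50% in size; many of its hits are not listed in these tables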
Target sequence (B2RXH2 1-337 limits assumed): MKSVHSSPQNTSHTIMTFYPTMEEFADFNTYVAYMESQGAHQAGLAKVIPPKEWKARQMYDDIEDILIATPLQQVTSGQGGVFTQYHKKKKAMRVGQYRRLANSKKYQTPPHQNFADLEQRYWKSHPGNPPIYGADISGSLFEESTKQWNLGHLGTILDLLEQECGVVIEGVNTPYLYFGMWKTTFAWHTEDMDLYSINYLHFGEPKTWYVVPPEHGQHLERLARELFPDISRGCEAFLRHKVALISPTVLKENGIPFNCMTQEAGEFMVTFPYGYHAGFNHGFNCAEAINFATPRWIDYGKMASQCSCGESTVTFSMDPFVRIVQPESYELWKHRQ
aGlu spleen mod = qHTS Assay for Inhibitors and Activators of Human alpha-Glucosidase From Spleen Homogenate; Lysosomal alpha-glucosidase (Homo sapiens), P10253; human spleen homogenate, 4-MU-alpha-glucoside fluorescence; Potency, µM (series often up to 79.9 µM), for inactives: at the highest dose activity change, negative = inhibition, usual class: inhibitors; actives 0.006% (n = 240,000); AID 2112, 2009;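 further: 0% = enzyme with vehicle and -100% = no enzyme basal signal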
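AC50 values come from Hill-equation fits of concentration-response data, normalized to no-enzyme and full-activity controls. Enzyme source: 1 ug human spleen homogenate; 1 mM fluorogenic 4-MU glucoside, pH 5.0 citrate buffer, 37 C, 40 min.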
* marks the source's active call; other numbers are inactive results; ? = inconclusive; . = no result given; & = joins results of further samples; [ ] = dose if it differs, or a comment. Unless noted, the call rests on the fitted dose curve; in most records, active means well fitted curve in the direction sought with a large enough effect; inconclusive means small, poorly fitted or top-dose-only effect, or another doubt; inactive means no such curve, though single readings can be large; an effect the other way counts as inactive or inconclusive. Potency means the concentration at half of the fitted maximal effect. Some of the compounds tested. The share of hits here may be higher or lower than overall.

structure	RGS12 GoLoco inh	GAA glycogen mod	GAA inhib	ALDH1A1 inh	SMN2 splice up	GLA spleen mod	KDM4E inh	aGlu spleen mod
CCOc1cc(NS(=O)(=O)CC)c(OCC)cc1NC(=O)c1ccco1	-1%	-11%	9%	?	-10%	-5%	-26%	-4%
CC1CCCC(C)N1C(=O)Cn1cc(C#N)c2ccccc21 (stereo not given)	-4%	-7%	-3%	-10%	.	10%	-17%	9%
CCCC1NC(=S)NC(C)=C1C(C)=O (stereo not given)	6%	6%	5%	-6%	-10%	8%	0%	6%
Cc1cc(C)n2c(=S)[nH]nc2n1	-35%	-21%	-2%	1.4µM*	-12%	2%	7.1µM*	3%
Nc1nc2ccc(-c3nc4ccccc4o3)cc2s1	5%	2%	?	?	7.9µM*	13%	?	1%
CCCSc1nnc2c(n1)OC(c1cccn1C)N(C(C)=O)c1ccccc1-2 (stereo not given)	-4%	0%	3%	8%	-1%	0%	7%	-5%
OCCN(CCO)Cc1ccc(Br)cc1	-8%	-1%	7%	?	-17%	2%	-8%	-1%
CCN(CC)CCN(CC(=O)N(C1CCCCC1)C1CCCCC1)C(=O)c1ccco1	-3%	-10%	-3%	-8%	9%	5%	?	5%
CC(Sc1nc2c([nH]c3ccccc32)c(=O)n1C)c1ccccc1 (stereo not given)	-2%	3%	1%	-5%	-17%	4%	0%	3%
CCOc1ccc(NC(=O)Cn2cncc2-c2ccc([N+](=O)[O-])cc2)cc1	8%	-4%	-1%	0%	-44%[inhibitor]	-1%	-1%	1%
Cn1nc(-c2ccc(Cl)cc2)c2cc(C(=O)N3CCN(c4ccccn4)CC3)sc21	4%	-6%	-11%	?	-69%[inhibitor]	2%	-4%	7%
COC(=O)/C=C/c1ccccc1S(=O)(=O)N(Cc1ccccc1)Cc1ccco1	-4%	-2%	.	.	.	6%&-1%	-12%	1%&3%
COc1ncc2ncc(=O)n(CCc3ccccc3)c2n1	14%	.	.	?	.	3%	.	7%
O=C(NC(=S)Nc1ccc(C(F)(F)F)cc1)c1csnn1	11%	-4%	0%	?	14%	0%	7%	2%
CC1CCN(C(NC(=O)c2ccco2)C(=O)c2ccccc2)CC1 (stereo not given)	7%	2%	-7%	?	17%	-17%	-7%	1%
CCN1CCCC1CNC(=O)CSc1cc(=O)n(CC)c2ccccc12 (stereo not given)	4%	6%	-4%	6%	4%	-12%	-16%	-5%
C=CCc1cccc(/C=N/n2cnnc2)c1O	18%	-7%	-6%	?	16%	-10%	-16%	-16%
O=[N+]([O-])c1ccc2c(c1)N([O-])C1(CCCCC1)[N+]2=O	-39%	-4%	.	.	.	-14%	11µM*	7%
O=C1Oc2ccccc2C(=O)/C1=C\N1CCN(c2ccccc2)CC1	141%[activator]	-8%	6%	?	-4%	-3%	-3%	-3%
CCOC(=O)c1oc2cc(O)ccc2c(=O)c1-c1ccccc1OC	-2%	1%	4%	?	-9%	-11%	2%	-27%
O=C(CSc1nc(-c2ccc(F)cc2)nc2c1Cc1ccccc1O2)Nc1cccc(C(=O)O)c1	106%[activator]	5%	-2%	11%	-4%	10%	-6%	5%
CCc1ccc(NC(=S)NC2CC3CCCC(C2)N3Cc2ccccc2)cc1 (stereo not given)	14%	-21%	-10%	?	-20%	12%	-6%	-2%
CCCOc1ccc(C(=O)O/N=C(\CC)c2ccc(C)cc2)cc1	-11%	-1%	2%	-6%	-9%	-9%	-4%	-4%
CC(=O)COc1ccc2c3c(c(=O)oc2c1C)CCCCC3	11%	2%	-1%	?	?	4%	?	-6%
CCCCC(NC(C)=O)c1nc2ccccc2n1CCCC (stereo not given)	10%	-3%	-3%	7%	-25%	3%	3%	-2%
CS(=O)(=O)N1CCN(c2ccc([N+](=O)[O-])c3cccnc23)CC1	0%	2%	.	.	.	3%	-2%	-6%
O=C(C1CCN(C2CCN(Cc3cccc4c3OCO4)CC2)CC1)N1CCOCC1	4%	9%	.	-8%	.	3%	-2%	-4%
COc1cc(-c2n[nH]c(=O)o2)cc(OC)c1OC	14%	0%	-8%	?	3%	?	?	-12%
CCCn1c(N)c(Sc2ccc(Cl)cc2)c(=O)n(CCC)c1=O	-8%	7%	-3%	4%	.	3%	-3%	-11%
CCOc1ccc(NC(=O)CCCc2cc(-c3ccc(OCC)cc3)on2)cc1	-1%	2%	3%	7%	14%	-10%	5%	-6%
O=C(CSc1nnc(-c2ccncc2)o1)N1CCCCCC1	10%	-6%	8%	-3%	-12%	5%	-2%	3%
N/C(=N\OC(=O)Cc1cccs1)c1ccc(Br)cc1	12%	-3%	-3%	-3%	2%	4%	-3%	3%
Cc1ccc(-c2nc(CN(C)Cc3cccc4cnccc34)c(C)o2)s1	3%	12%	.	?	.	6%	?	3%
O=C(NCc1cccnc1)C(=O)NCC1CCCO1 (stereo not given)	41%[activator]	-4%	-9%	3%	.	5%	4%	2%
Cc1cc(C)c2c(=O)c(C#N)coc2c1	7%	-8%	10%	10µM*	.	12%	-3%	-5%
COc1ccc(NC(=O)CN(C2CCCCC2)S(C)(=O)=O)cc1OC	-30%	-2%	-1%	0%	24%	-10%	0%	-5%
CCC1=NN(C(=O)C(=O)Nc2ccc(Br)cc2)C(O)(C(F)(F)F)C1 (stereo not given)	9%	-10%	-4%	?	-40%	8%	-6%	2%
Cc1cc(Br)ccc1NCc1ccccn1	-6%	11%	-4%	5%	-13%	-6%	?	-13%
C=CC1=C2C=C(C3CC3)N(C3CCCCC3)C=C2C(=O)C(C)(OC(=O)c2ccco2)C1=O (stereo not given)	3%[14.2 µM]	.	.	1%[13.5 µM]	8%[9.22 µM]	-3%[17.5 µM]	-15%[11.4 µM]	6%[17.4 µM]
COc1ccc(NC(=O)c2cc(Br)ccc2Cl)c(OC)c1	2%	-5%	4%	10%	-10%	4%	13%	-1%
COCCOC(=O)c1c(C)n(C)c2ccc(OC(=O)C3CC3)cc12	-17%	-4%	0%	10µM*	4%	0%	4%	1%
Cc1ccccc1N1C(S)=C(C#N)C(=O)NC1c1cccs1 (stereo not given)	-26%	3%	-1%	-4%	-12%	1%	-17%	-4%
O=C(Nc1ccc2ccccc2c1)C(c1ccccc1)C1CCCC1 (stereo not given)	-1%	-8%	-10%	-5%	5%	7%	-22%	4%
O=CN1CCN(C(C(=O)NC2CCCCC2)c2cc3c(cc2[N+](=O)[O-])OCO3)CC1 (stereo not given)	-8%	-3%	4%	5µM*	-3%	5%	?	1%
Cc1cccc(-n2c(O)cnc2Nc2nc(C)cc(C)n2)c1	7%	-1%	-21%	-3%	-10%	-3%	-3%	-3%
COc1ccc(/C=C/C(=O)c2ccc3c4c(cccc24)CC3)cc1	.	-4%	-4%	-10%	.	7%	-10%	6%
CCCCn1c(SCC(=O)NCc2ccco2)nc2ccc(N3CCOCC3)cc2c1=O	-6%	-10%	1%	?	-11%	-3%	?	1%
CC1=C(C(=O)O)N2C(=O)[C@@H](NC(=O)C(N)C3=CCC=CC3)[C@H]2SC1 (stereo not given in full)	9%	.	.	-13%	6%	-14%	22µM*	-6%
Cn1c(=O)c(-c2ccc(F)c(F)c2)nc2cncnc21	7%	.	.	?	.	-8%	.	-3%
CC(=O)C1=C(C)N(Cc2ccccc2)C(=O)N[C@H]1c1cccc(F)c1	3%[14.2 µM]	.	.	19%[13.5 µM]	9%[9.22 µM]	-3%[17.5 µM]	6%[11.4 µM]	9%[17.4 µM]

Other entries.
structure	RGS12 GoLoco inh	GAA glycogen mod	GAA inhib	ALDH1A1 inh	SMN2 splice up	GLA spleen mod	KDM4E inh	aGlu spleen mod
CCCCOc1ccc(C(C)NC(=O)CCS(=O)(=O)Cc2ccccc2Cl)cc1 (stereo not given)	-3%	14%	-5%	9%	-19%	4%	7%	1%
O=c1c2c(nc3n1CCS3)c1cc(F)ccc1n2Cc1cc(=O)n2cc(Cl)ccc2n1	7%	5%	.	.	.	-8%	7%	-1%
CCCc1c(OCCCOc2ccc(OCC(=O)O)cc2)ccc(C(C)=O)c1O	-5%	.	.	6%	-12%	-8%	8%	-20%
O=C(CSc1nc2cc(Cl)ccc2s1)Nc1cccc(S(=O)(=O)N2CCOCC2)c1	7%	2%	-10%	?	-34%[inhibitor]	-2%	2%	-5%
Cc1ccccc1OCC(=O)NC(=S)Nc1ccc(S(=O)(=O)NC2CCCCC2)cc1	3%	-4%	-1%	?	-27%	-5%	?	-9%
Cc1ccc(-c2nn(CC(N)=O)c(=O)c3ccccc23)cc1S(=O)(=O)N(C)C	3%	7%	4%	-6%	-12%	8%	5%	-11%
CCn1c(CSc2nc(C)cc(C)n2)nnc1SCC(=O)Nc1nc(-c2ccccc2)cs1	-7%	-1%	1%	8%	-9%	-3%	7%	-2%
CCOc1ccc(NC(=O)CN2CCN(CC(=O)c3ccc(OCC)cc3)CC2)cc1	10%	4%	-15%	1.4µM*	-20%	-4%	-15%	-9%
